DSG3 Ab inh = inhibitors of pemphigus antibody binding to human desmoglein-3. binding (percent of control), % at 10 µM. DSG3-coupled beads, scFv-anti-DSG3-GFP binding, flow cytometry; stronger effect = lower value. 310,000 tested, 0.48% active;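 active means binding more than 3 SD below its plate's average and above zero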;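 further: hits lower antibody fragment binding to DSG3; some compounds called inactive have numbers as strong as hits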
MOR-DOR inv ag = mu-delta opioid heterodimer inverse agonism; AID 504357; inhibition, % at 9.3 µM; 340,000 tested, 0.21% active; cell-based MOR-DOR heterodimer luminescence; in the data active means inhibition above about 22%, passing the limit was not always enough;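 further: 0% = cells with DMSO and 100% = wells without cells with DMSO; values of inactives mirror those of a sister screen read the other way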
MOR-DOR ag = agonists of human mu-delta opioid receptor heterodimerization | activation, % at 9.3 µM | 340,000 tested, 0.3% active | cells, OPRM1-OPRD1 heterodimerization, luminescence | P35372+P41143; in the data active means activation above about 18%;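 further: 0% = vehicle-treated cells and 100% = reference agonist; values of inactives mirror those of a sister screen read the other way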
Arr AP2 block = human beta-arrestin and AP2 interaction inhibition | FITC-arrestin peptide / GST-AP2 beads, flow cytometry; AP2 beta2 appendage carries R879A mutation | inhibition, % at 10 µM | 340,000 tested, 0.31% active;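 active means inhibition above a set limit, near 3 SD of compounds lacking own fluorescence, cut at about 54% in these data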;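 further: plate controls were DMSO wells for no effect and 5 µM unlabelled arrestin peptide for full effect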
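Material – GST-tagged AP2 beta2-adaptin appendage (R879A) on 4 µm glutathione beads · Probe or stimulus – fluorescein-tagged arrestin peptide at 50 nM final · Timing – 12 min plus 1 h, RT · Detection – bead flow cytometry, FITC channel · Read-out basis – inhibition as reduced fluorescein signal on beads, percent · Medium – PBS plus Tween 20 (0.05%) and BSA (0.1%)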
V-ATPase pH = alters yeast V-ATPase proton transport | S. cerevisiae, pHLuorin cytosolic pH fluorescence | response, % at 10 µM | 350,000 tested, 0.37% active | AID 504577; in the data active means response mostly above about 7.3%, no sharp cut-off; inactive means mostly below about 5.4%; further: actives read high; inactives centre near 0; some compounds called inactive have numbers as strong as hits; reference of the scale not given here
Wnt act = activators of Wnt/beta-catenin signaling; Wnt/beta-catenin reporter cell assay, activator, plate reader; activation, % at 9.35 µM; 300,000 tested, 1.2% active; AID 743398; in the data active means activation above about 30%, passing the limit was not always enough;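 further: 0% = neutral control wells and 100% = positive control wells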
RTF Ca sens act = increases calcium sensitivity of human cardiac regulated thin filaments; activation, % at 7.2 µM; IANBD-labeled TnC RTF fluorescence at EC20 calcium; 0% EC20 calcium, 100% full calcium; 340,000 tested, 0.24% active; AID 493008; P19429+P45379;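 active means activation above the mean over all tested compounds plus 3 SD, cut at about 30% in these data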;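 further: rise in fluorescence read as greater calcium sensitivity of cardiac thin filaments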
LANA DNA inh = KSHV C-LANA DNA binding inhibition | MBP-C-LANA/FAM-LBS DNA binding, fluorescence polarization | inhibition, % at 9 µM | 340,000 tested, 0.078% active | AID 504423;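 active means highest replicate inhibition at or above 60% at 9 µM, even if other replicates fall short; inactive means all replicates below 60% inhibition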;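 further: 0% = neutral control wells and 100% = 4 µM acridine orange control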
RTF Ca sens inh = cardiac RTF calcium desensitization | 340,000 tested, 0.12% active | inhibition, % at 7.15 µM | IANBD-labeled cardiac RTF, Ca2+ fluorescence | P19429+P45379;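 active means inhibition above the mean inhibition of all tested compounds plus 3 SD, cut at about 17% in these data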;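 further: assay run at fixed EC70 calcium of 1.6 mM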
Keap1-Nrf2 PPI = disrupts human Keap1 binding to Nrf2 peptide | AID 504523 | Q14145 | inhibition, % at 9.4 µM | Keap1 Kelch-Nrf2 peptide fluorescence polarization, 1536-well | 340,000 tested, 0.15% active; in the data active means inhibition above about 12%;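 further: human Keap1 Kelch domain with fluorescein labeled Nrf2 9mer peptide probe; 0% = neutral control wells and 100% = peptide positive control; higher means more block of Keap1 binding to Nrf2 peptide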
Target sequence (Q14145 whole entry, looked up, the tested form may be a part): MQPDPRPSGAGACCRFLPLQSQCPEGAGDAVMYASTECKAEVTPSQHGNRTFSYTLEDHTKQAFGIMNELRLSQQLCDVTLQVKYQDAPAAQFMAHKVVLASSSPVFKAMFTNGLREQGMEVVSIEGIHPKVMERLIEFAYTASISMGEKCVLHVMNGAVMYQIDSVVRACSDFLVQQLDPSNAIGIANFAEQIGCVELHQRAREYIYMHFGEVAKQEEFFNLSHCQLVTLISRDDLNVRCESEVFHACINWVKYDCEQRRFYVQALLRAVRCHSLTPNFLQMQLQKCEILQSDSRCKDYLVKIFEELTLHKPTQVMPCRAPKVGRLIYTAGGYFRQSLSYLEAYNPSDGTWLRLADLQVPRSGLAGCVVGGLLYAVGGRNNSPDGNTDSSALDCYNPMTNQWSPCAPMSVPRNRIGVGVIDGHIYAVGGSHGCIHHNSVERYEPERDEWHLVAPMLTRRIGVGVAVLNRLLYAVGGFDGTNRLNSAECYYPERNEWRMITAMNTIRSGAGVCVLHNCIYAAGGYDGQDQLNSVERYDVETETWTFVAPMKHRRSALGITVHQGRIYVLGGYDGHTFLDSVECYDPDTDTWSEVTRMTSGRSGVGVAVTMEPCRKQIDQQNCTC
Numbers without * were called inactive; · = no result given.

SMILES	DSG3 Ab inh	MOR-DOR inv ag	MOR-DOR ag	Arr AP2 block	V-ATPase pH	Wnt act	RTF Ca sens act	LANA DNA inh	RTF Ca sens inh	Keap1-Nrf2 PPI
CC(=O)Nc1cccc(/C(C)=N/NC(=O)c2ccccc2Cl)c1	101	12	-2.3	-3	-3	0	1	-2.0	-1	1
CCOC(=O)c1sc(C)c(C(=O)NCC(C)(C)CN(C)C)c1N	109	12	-2.8	-3	4	·	1	2.3	1	-5
CCOc1ccc(C2CC(c3cccc(OC)c3OC)n3nnnc3N2)cc1Cl (stereo not drawn)	103	6	-1.1	7	-2	·	4	0.3	-6	0
O=C(c1ccc(-c2ccccc2)cc1)N1CCN(c2ccccn2)CC1	101	1	-0.2	14	-1	3	0	-1.9	3	0
C=CCn1c(SCc2ccc([N+](=O)[O-])cc2)nnc1C(C)NC(=O)c1ccccc1 (stereo not drawn)	103	8	-1.5	6	3	·	-2	-0.6	-4	0
Cc1[nH]n(-c2cccc([N+](=O)[O-])c2)c(=O)c1-c1ccccc1	84	20	-3.2	4	1	6	0	2.4	0	-1
Cc1ccc(NC(=S)NC2CCSc3ccccc32)cc1C (stereo not drawn)	102	-4	0.7	1	-7	-3	-3	-1.7	3	3
COc1ccccc1NC(=O)C1CC(=O)N(c2ccc(F)cc2)C1 (stereo not drawn)	100	-20	3.5	5	8	·	-12	0.0	0	-1
COc1ccc(C(=O)OCC(=O)NC(=O)NC(C)C)cc1OC	98	5	-1.0	14	3	-2	2	0.3	3	-6
CCCCCCc1nc(C(N)=O)c2[nH]c(=O)n(-c3ccc(OCC)cc3)c2n1	99	6	-1.1	-10	-3	·	-2	-1.1	-4	3
CCCCN(Cc1ccccc1)S(=O)(=O)c1ccc2[nH]c(=O)oc2c1	96	5	-0.9	-6	-1	·	-8	-0.5	9	1
CCOC(=O)c1c(C)nc2sc3c(=O)n(-c4ccc(C(C)=O)cc4)nnc3c2c1-c1ccc(Cl)cc1	101	17	-3.1	8	-1	·	2	0.1	0	-8
CCNc1ccc(C(=O)NN=C2CCCC2)cc1[N+](=O)[O-]	96	12	-2.3	20	0	-1	-4	-2.0	6	-2
O=C(C1CCCO1)N(c1cccc(Cl)c1)C1C=CS(=O)(=O)C1 (stereo not drawn)	102	-22	3.5	1	4	0	9	-3.9	4	1
O=C1CCC(c2ccc3c(c2)CCC3)=NN1	97	15	-2.6	-5	-2	-1	-4	1.5	-6	4
C=CCc1ccc2oc(C(=O)OCC)cc(=O)c2c1O	108	-17	3.4	-19	0	-1	0	-0.2	-11	-2
C=CCN1CCN(c2ccncc2S(=O)(=O)N2CCOCC2)CC1	102	4	-1.0	0	1	-2	-6	1.3	1	1
Cc1cc(S(=O)(=O)Nc2ccc(C(=O)NCC3(N(C)C)CCCCC3)cc2)ccc1F	99	2	-0.2	-8	1	-3	2	1.6	1	-2
COc1ccc(/C=N/NC(=O)Nc2nonc2N)cc1	99	5	-0.8	-21	0	·	1	0.0	5	-5
COc1ccc(C2c3ccsc3CCN2C(=O)C(C)(C)C)cc1 (stereo not drawn)	110	-5	1.0	-7	2	0	7	2.0	-5	-3
CC(=O)N1CCN(C(=O)c2ccc(Cl)c(NC(=O)c3cccs3)c2)CC1	103	2	-0.3	19	-5	-2	-5	0.4	7	2
Cc1ccc(C(=O)O/N=C/C2=C(Cl)c3ccccc3CC2)cc1	106	8	-1.8	5	0	·	-1	0.0	-2	1
Nc1cccn2c(-c3ccc(Cl)c(Cl)c3)cnc12	102	16	-3.3	2	0	-1	-3	-0.4	-21	2
CCC(CC)CN1C(N(C)C)=NC[C@@H]1CC(C)C	95	3	-0.6	8	-5	1	-1	1.3	-12	-3
CCC(=O)Nc1nnc(-c2cccs2)s1	83	2	-0.3	7	-6	-2	12	0.4	-4	-8
O=C(O)CC1(CC(=O)N2CCOCC2)CCCC1	112	-16	1.9	-6	-3	-1	-1	-0.9	-8	2
CNc1ncnc2c1ncn2[C@@H]1O[C@H](CO)[C@@H](O)[C@H]1O	105	-1	0.2	-1	2	-1	8	-0.8	-8	-2
CCOc1cccc(OCCOCCOc2ccccc2C(C)=O)c1	·	5	-1.0	1	-1	-1	2	1.4	-3	0
COC(=O)[C@@H]1CCCN1C(=O)c1ccc(OC2CCN(Cc3ccccn3)CC2)cc1	103	9	-1.6	15	5	0	-7	1.6	-6	1
CCn1nc(C)cc1C(=O)N1CCCC(N2CCN(Cc3ccc4c(c3)OCO4)CC2)C1 (stereo not drawn)	·	7	-1.3	8	5	0	-3	-0.2	-4	-4

Fetched by compound from the list above:
SMILES	DSG3 Ab inh	MOR-DOR inv ag	MOR-DOR ag	Arr AP2 block	V-ATPase pH	Wnt act	RTF Ca sens act	LANA DNA inh	RTF Ca sens inh	Keap1-Nrf2 PPI
Nc1cccn2c(-c3ccc(Cl)c(Cl)c3)cnc12	102	16	-3.3	2	0	-1	-3	-0.4	-21	2
CCOC(=O)c1sc(C)c(C(=O)NCC(C)(C)CN(C)C)c1N	109	12	-2.8	-3	4	·	1	2.3	1	-5
Cc1cc(S(=O)(=O)Nc2ccc(C(=O)NCC3(N(C)C)CCCCC3)cc2)ccc1F	99	2	-0.2	-8	1	-3	2	1.6	1	-2
CC(=O)Nc1cccc(/C(C)=N/NC(=O)c2ccccc2Cl)c1	101	12	-2.3	-3	-3	0	1	-2.0	-1	1
CCCCCCc1nc(C(N)=O)c2[nH]c(=O)n(-c3ccc(OCC)cc3)c2n1	99	6	-1.1	-10	-3	·	-2	-1.1	-4	3
Cc1[nH]n(-c2cccc([N+](=O)[O-])c2)c(=O)c1-c1ccccc1	84	20	-3.2	4	1	6	0	2.4	0	-1

The list continues:
SMILES	DSG3 Ab inh	MOR-DOR inv ag	MOR-DOR ag	Arr AP2 block	V-ATPase pH	Wnt act	RTF Ca sens act	LANA DNA inh	RTF Ca sens inh	Keap1-Nrf2 PPI
COc1ccc(-c2coc3cc(OC(C)=O)ccc3c2=S)cc1	94	20	-4.5	-10	-1	-3	-1	-3.7	-7	-6
CN(C(=O)COC(=O)c1ccccc1NCCO)C1CCS(=O)(=O)C1 (stereo not drawn)	·	9	-1.4	-11	0	0	-1	-1.3	-15	-4
Cc1cc(N2CCN(c3cccc(C(F)(F)F)c3)CC2)n2nc(C)nc2n1	99	16	-3.6	19	-3	·	-4	1.3	7	-3
CCCc1cc(=O)[nH]c(SCC(N)=O)n1	94	11	-2.0	14	-1	·	3	-0.2	-13	-5
O=C(Nc1nc2ccccc2s1)C1=NN(c2ccccc2)C(=O)CC1	107	-7	1.4	19	13	11	-2	1.4	-7	-4
O=C(NCCCn1ccnc1)C(=O)NCC1OCCN1S(=O)(=O)c1ccccc1 (stereo not drawn)	87	12	-2.5	17	-2	-5	0	-1.2	4	0
Cc1ccccc1CC1(CO)CCCN(Cc2ccc(C#CC(C)(C)O)cc2)C1 (stereo not drawn)	107	-16	2.4	-2	-2	-3	-5	-1.7	3	-3
Cc1nc(-c2noc(-c3cccc(Cl)c3)n2)c(C(F)(F)F)o1	·	-5	0.9	23	-1	27	7	-0.4	-7	-4
O=C(Oc1ccccc1)c1ccccc1C(=O)Oc1ccccc1	102	-7	1.4	14	5	-3	11	-2.1	-3	-6
CC(C)(C)NC(=O)C(c1ccccn1)N(C(=O)c1ccc2c(c1)OCCO2)C1CCCC1 (stereo not drawn)	100	4	-0.6	-7	-4	·	9	0.4	-7	-1
COc1cccc(C(c2c(O)nc(SC)n(C)c2=O)c2c(O)nc(SC)n(C)c2=O)c1	111	14	-3.1	-3	-1	·	-1	1.0	6	-8
CC(C)(C)c1ccc(-c2csc(NNC3=NCCCCC3)n2)cc1	·	20	-3.6	14	5	·	-7	1.5	4	-5
CCN(CC)C(=O)c1ccc(-c2ccccc2)cc1	110	20	-4.2	6	0	12	0	1.4	3	-4
COc1ccc(N2CC(C)Cn3c2nc2c3c(=O)n(CCN3CCOCC3)c(=O)n2C)cc1 (stereo not drawn)	92	9	-1.6	1	-2	·	2	-1.6	-8	-4
Cc1ccc(N2CC(C(=O)NCCCn3ccnc3)CC2=O)cc1 (stereo not drawn)	109	15	-3.3	22	-3	-2	-5	-1.0	4	-4
COc1cc(Br)c(Br)cc1N	112	-9	1.8	13	-5	1	-1	-4.2	2	-6
CC(=O)Nc1ccc2cc3ccc(NC(C)=O)cc3nc2c1	118	-4	1.0	12	-65	12	18	8.5	-23	-2
CC(C)(C)C(=O)/C(=C/c1ccc(Cl)cc1)n1cncn1	102	-9	1.8	0	0	-2	-1	-2.9	-8	-2
CCOc1ccc(-n2c(SCC(=O)Nc3cc(OC)c([N+](=O)[O-])cc3C)nc3ccccc32)cc1	90	0	0.0	·	4	0	0	-0.3	-13	3
COCCN(CCOC)Cc1c(O)ccc2c1O/C(=C\c1ccc(C)o1)C2=O	94	13	-2.3	14	4	-1	147*	14	-86	-17
CCCCNC(=O)Nc1cc(C(F)(F)F)c[nH]c1=O	98	11	-2.5	-3	-2	·	-1	2.5	1	4
CN1/C(=C\P(=O)(N(C)C)N(C)C)C(C)(C)c2ccccc21	110	-6	1.0	10	-1	-6	3	-3.0	-8	-19
CC(=O)c1cccc(NC(=O)c2cccc(S(=O)(=O)N(C)C)c2)c1	102	3	-0.7	28	-2	0	-2	-0.1	-1	4
CCOC(=O)c1sc(N(Cc2ccccc2)C(=O)COC(=O)c2cnccn2)nc1C	103	2	-0.3	-14	0	-10	3	-3.4	-1	-3
CN(CCOC(=O)c1ccc2c(c1)OCO2)C(C)(C)C	113	4	-0.7	-1	1	-1	3	-3.6	-9	-1
Cc1ccc(NC(=S)NNC(=O)c2c(Cl)c(C)nn2C)cc1	94	13	-2.4	1	7	·	1	-0.2	-5	-1
COC(=O)CSCc1nc2ccccc2[nH]c1=O	120	-1	0.2	1	1	1	1	0.0	-6	-16

Compound activity: PubChem, several laboratories
